From PubChem
EBNA-1 inhibitor: blocks EBNA-1 binding to DNA; inhibition, % at 14.8 µM; 0.34% of 300,000 active; AID 1950; EBNA-1 DNA binding, fluorescence polarization; in the data active = inhibition above about 28%
PAD4 FP inh: inhibitors of human PAD4. AID 485272. recombinant PAD4, RCA probe fluorescence polarization. inhibition, % at 6.36 µM. 0.41% of 330,000 active. Q9UM07;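 active = percent inhibition above a cutoff equal to the mean of all tested compounds plus 3 SD, cut at about 15% in these data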;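 also: 0% = PAD4 with RCA probe and DMSO and 100% = probe without PAD4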
Target sequence (Q9UM07 whole entry, looked up): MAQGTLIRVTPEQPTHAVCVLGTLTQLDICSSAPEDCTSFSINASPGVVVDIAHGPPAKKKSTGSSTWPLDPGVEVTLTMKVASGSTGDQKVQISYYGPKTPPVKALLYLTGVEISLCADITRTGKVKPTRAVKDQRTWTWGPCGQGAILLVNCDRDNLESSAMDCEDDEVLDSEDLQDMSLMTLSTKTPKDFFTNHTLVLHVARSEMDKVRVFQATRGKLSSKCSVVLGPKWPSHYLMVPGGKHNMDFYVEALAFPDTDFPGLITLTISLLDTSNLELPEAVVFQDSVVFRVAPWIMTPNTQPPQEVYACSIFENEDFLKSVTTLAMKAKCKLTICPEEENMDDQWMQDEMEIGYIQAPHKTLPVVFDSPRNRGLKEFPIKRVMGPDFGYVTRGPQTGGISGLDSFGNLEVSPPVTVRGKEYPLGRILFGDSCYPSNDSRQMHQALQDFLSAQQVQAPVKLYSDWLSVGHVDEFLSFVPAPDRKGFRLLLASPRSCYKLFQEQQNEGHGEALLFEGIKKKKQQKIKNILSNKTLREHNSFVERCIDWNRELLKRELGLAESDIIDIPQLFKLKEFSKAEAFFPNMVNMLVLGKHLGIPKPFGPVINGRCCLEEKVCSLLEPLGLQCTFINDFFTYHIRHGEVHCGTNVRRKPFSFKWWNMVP
LYPLA1 inh: counter-screen for PME1 inhibitors: inhibitors of human LYPLA1; inhibition, % at 5.9 µM; 0.16% of 320,000 active; AID 2174; recombinant LYPLA1, FP-Rh probe fluorescence polarization; O75608;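 active = inhibition above the mean of all tested compounds plus 3 SD, set per campaign, cut at about 14% in these data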;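 also: inhibitors block serine hydrolase probe labeling of LYPLA1 so polarization falls; 0% = enzyme with DMSO and 100% = wells lacking LYPLA1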
PAFAH1B3 FP inh: PAFAH1B3 (human) inhibition; Q15102; 0.28% of 340,000 active; recombinant PAFAH1B3, FP-rhodamine probe, fluorescence polarization; inhibition, % at 3.39 µM; AID 492972;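 active = inhibition above the screen-wide average of all tested compounds plus 3 SD, cut at about 25% in these data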;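 also: 0% = enzyme with DMSO only and 100% = wells lacking PAFAH1B3 protein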
PAFAH2 FP inh: inhibitors of human PAFAH2 | recombinant PAFAH2, FP-rhodamine activity probe, fluorescence polarization | AID 492956 | inhibition, % at 3.39 µM | 0.99% of 340,000 active | Q99487;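 active = inhibition above the mean over all tested compounds plus 3 SD, cut at about 30% in these data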;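 also: inhibitors block probe labeling of enzyme so polarization drops; 0% = enzyme with DMSO and 100% = wells lacking PAFAH2 protein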
LYPLA2 counter: blocks human lysophospholipase 2, a PME1 counter-screen. O95372. recombinant LYPLA2, FP-Rh probe fluorescence polarization. inhibition, % at 5.9 µM. 0.38% of 320,000 active. AID 2177;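 active = inhibition above the screen-wide mean plus 3 SD, limit set per campaign, cut at about 26% in these data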;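 also: 0% = LYPLA2 with DMSO and 100% = wells lacking LYPLA2 enzyme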
GSTO1 counter: GSTO1 inhibition, counter-screen for RBBP9 inhibitors; P78417; recombinant GSTO1, activity-based probe fluorescence polarization; inhibition, % at 5.96 µM; 1.1% of 300,000 active; AID 1974;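 active = inhibition above the campaign mean inhibition plus 3 SD, cut at about 35% in these data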;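 also: 0% = GSTO1-1 with DMSO and 100% = wells lacking GSTO1-1 enzyme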
PREPL inh: inhibitors of human prolyl oligopeptidase-like enzyme PREPL; recombinant PREPL, fluorescence polarization activity-based probe; Q4J6C6; 0.68% of 320,000 active; inhibition, % at 5.96 µM; in the data active = inhibition above about 43%;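 also: 0% = enzyme with DMSO and 100% = wells lacking enzyme; many of its hits are not listed in these tables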
ZTA DNA inh: blocks Epstein-Barr virus ZTA, an EBNA-1 counter-screen; ZTA-DNA binding, fluorescence polarization; AID 2234; P03206; 0.15% of 320,000 active; inhibition, % at 11 µM; in the data active = inhibition above about 33%
Target sequence (P03206 whole entry, looked up): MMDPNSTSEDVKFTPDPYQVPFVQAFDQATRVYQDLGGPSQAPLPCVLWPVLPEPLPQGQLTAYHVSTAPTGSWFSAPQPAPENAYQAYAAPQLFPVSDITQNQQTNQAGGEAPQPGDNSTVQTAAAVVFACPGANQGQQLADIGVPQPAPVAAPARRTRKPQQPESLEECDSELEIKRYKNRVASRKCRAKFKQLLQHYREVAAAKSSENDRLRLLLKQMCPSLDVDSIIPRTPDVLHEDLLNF
* = called active by the depositor; · = not tested or not shown. Some of the compounds tested; count on the stated rates, not on these rows.

SMILES	EBNA-1 inhibitor	PAD4 FP inh	LYPLA1 inh	PAFAH1B3 FP inh	PAFAH2 FP inh	LYPLA2 counter	GSTO1 counter	PREPL inh	ZTA DNA inh
CCC(=O)N1CCc2cc(S(=O)(=O)NC(C(=O)NC3CCCc4ccccc43)C(C)C)ccc21 (stereo not drawn)	2	-2	2	0	9	4	-2	-3	7
CC(=O)C1=C(O)C(=O)N(c2ccc(Br)cn2)C1c1ccccc1[N+](=O)[O-] (stereo not drawn)	-14	2	-2	11	12	-8	-6	6	-8
CN(CC(=O)Nc1ccccc1Cl)CC(=O)N(C)c1c(N)n(Cc2ccccc2)c(=O)[nH]c1=O	·	-1	·	3	8	·	·	8	·
CCC(=O)Nc1cc(C)c(NC(=O)CCc2ccccc2)cn1	-13	2	-1	6	1	-5	-10	4	-6
Cc1cc(C)c(S(=O)(=O)N2CCCCC2CCNC(=O)C(=O)NCC2CCCO2)c(C)c1 (stereo not drawn)	6	5	0	4	-4	6	7	10	1
COc1ccc(CC(=O)c2ccc(O)cc2O)cc1OC	6	-1	2	3	5	1	4	3	-5
CN(C)S(=O)(=O)c1cccc(NC(=O)c2ccc3c(c2)S(=O)(=O)N=C2CCCCCN23)c1	4	1	0	6	-3	-4	-3	-4	8
CC(Oc1ccccc1)C(=O)N1CCC2(CC1)CC(=O)c1ccccc1O2 (stereo not drawn)	1	3	1	6	4	0	11	3	-10
CCCN1CCN(C(=O)c2noc3c2COc2ccc(C)cc2-3)CC1	4	7	0	13	4	13	4	3	-12
CS(=O)(=O)N1CCC(C(=O)Nc2ccc(Cl)cc2)CC1	-8	4	4	1	4	-3	-1	18	-8
Cc1ccc2nc(NCCC(=O)O)nc(-c3ccccc3)c2c1	3	-3	-4	6	-1	-2	-3	4	12
Cc1cc(C(=O)NCc2ccco2)no1	4	0	1	6	7	0	14	5	-11
CC(NC(=O)CN(C)CC(=O)Nc1ccccc1Br)c1ccccc1 (stereo not drawn)	·	-3	1	12	0	-2	·	1	11
Cc1nccn1CC(=O)c1ccc(O)c(O)c1	·	0	2	13	0	1	·	0	1
O=C(C[n+]1ccccc1)N/N=C/c1ccc(C(=O)O)cc1	·	-3	3	6	-1	-4	·	3	1
COc1cc(S(=O)(=O)NCc2ccccc2Cl)ccc1-n1cnnn1	-1	5	0	5	-5	2	7	8	-8
O=C(NCc1ccc2c(c1)OCO2)c1ccc(N2CCCCCC2)c([N+](=O)[O-])c1	13	5	-7	-7	-11	-7	-1	12	9
CC1C(C(=O)Nc2ccccc2)CCCC1(C)C(=O)O (stereo not drawn)	4	1	-3	4	-2	-2	-2	9	16
CCOc1ccc(NC(=O)Cn2nnc(C(=O)NCCc3ccc(OC)c(OC)c3)c2N)cc1	-8	0	-7	0	-1	-11	-3	9	13
O=C(NC(c1ccccc1)c1ccccc1)c1ccc(=O)[nH]n1	-12	-3	0	·	·	1	4	1	-7
O=C(CSc1nccn1-c1ccc(Cl)cc1)N1CCCc2ccccc21	4	-2	3	-5	-2	2	5	14	-16
N/C(=N\OC(=O)Cc1ccccc1[N+](=O)[O-])c1cccnc1	6	5	5	3	-13	8	1	15	8
CC1(C)NC(=O)N(CC(=O)OCC(=O)c2ccc(F)cc2)C1=O	102*	1	0	2	6	4	7	0	1
Cc1ccc2cc(CCNC(=O)c3ccc(Br)o3)c(=O)[nH]c2c1	-2	-3	0	-1	5	4	1	-5	9
Cn1c(SCc2nc3ccccc3[nH]2)nnc1-c1cccs1	3	-4	1	7	3	4	1	14	2
Cc1cc(NC(=O)C(C)SCC(=O)OC(C)C(=O)Nc2ccc(F)cc2Cl)no1 (stereo not drawn)	4	4	-1	1	0	3	7	15	-18
CCOC(=O)N1CCN(C(=O)COc2ccc(Br)cc2)CC1	2	-1	0	2	4	3	-2	13	11
CCC(=O)N1CCc2cc(Br)cc(S(=O)(=O)NCc3ccccc3OC)c21	8	2	2	7	-6	1	-2	15	8
CCOC(=O)c1ccc(S(=O)(=O)n2c(=O)oc3ccccc32)cc1	·	3	2	-1	1	-3	·	-3	3
O=C(N/N=C/c1ccc(Cl)cc1Cl)C(=O)NC1CC1	9	-7	0	7	5	5	2	3	18
O=C(Nc1ccc(OC(F)(F)F)cc1)Oc1ccccc1N1CCOCC1	-2	-1	-4	1	2	-10	1	-5	6
Cc1cccc(NC(=O)c2cc3c(=O)n4ccccc4nc3s2)c1	-12	-4	-4	10	6	5	-3	12	3
Cc1cccc(Sc2nc(-c3ccccc3)ccc2C#N)c1	-8	-5	0	-5	-4	0	3	-14	12
COc1ccc(CNC(=O)COC(=O)CCN2C(=O)C3CC=CCC3C2=O)cc1OC (stereo not drawn)	·	-5	1	3	-1	4	·	4	-14
CCOC(=O)C1(CC2CC2)CCN(S(=O)(=O)C[C@]23CC[C@H](CC2=O)C3(C)C)CC1	-5	-4	0	5	4	-3	2	6	-9
O=C(Nc1ccc(S(=O)(=O)N2CCOCC2)cc1)C1COc2ccccc2O1 (stereo not drawn)	4	4	0	6	-2	4	4	-9	14
O=C(N/N=C/c1ccccn1)c1ccc(NC(=O)c2ccccc2Cl)cc1	6	0	-9	2	8	-7	4	-31	7
COc1cc(NC(=O)C2C3CCC(O3)C2C(=O)O)cc(OC)c1 (stereo not drawn)	-2	-5	-2	11	-1	-4	3	14	-2
O=C(CSc1nnc(-c2cccs2)n1-c1ccccc1)N1CCCc2ccccc21	4	2	-2	8	8	-2	3	7	11
COC(=O)c1cc(C(=O)Nc2cc(C)ccn2)cc([N+](=O)[O-])c1	3	-6	-1	3	3	-3	15	-2	-5
CCN(CC)CC#CC(O)(c1ccccc1)c1ccccc1	-1	0	-1	4	0	6	19	18	-9
Cc1cccc(N2CCN(C(=O)N3CCOCC3)CC2)c1C	3	-2	-2	2	18	0	3	-1	10
COC(c1ccc(Cl)cc1)(c1ccc(Cl)cc1)C(Oc1nccc(C)n1)C(=O)O (stereo not drawn)	4	1	4	20	-8	1	6	2	9
CN1CC(=O)N(CC(=O)NCc2ccc(F)cc2)c2ccccc2C1=O	-13	-1	-1	8	2	-4	5	2	3
COc1cc(CNc2ccc3[nH]c(=O)[nH]c3c2)ccc1OCC(=O)NC(C)(C)C	3	-7	-4	8	-2	2	-5	16	4
COC(=O)c1ccsc1NC(=O)CN1CCN(c2ncccn2)CC1	-1	-1	0	4	6	5	2	6	8
CCN1CCCC1CNC(=O)Cn1cccc1C(=O)c1ccccc1C (stereo not drawn)	1	0	6	3	2	4	14	0	11
Fc1cccc(-c2c(-c3ccccc3)ncc3cc(F)ccc23)c1	·	0	-5	-3	2	-8	·	-3	14
COc1ccc(/C=C/C(=O)OCC(=O)N(C)CC(=O)Nc2ccc(C)cc2)c(OC)c1	·	-1	·	6	11	·	·	-4	·
C=CCc1ccc(OCc2ccc(C(=O)O)o2)c(OC)c1	-3	2	1	1	3	-1	2	7	5
Next part.
SMILES	EBNA-1 inhibitor	PAD4 FP inh	LYPLA1 inh	PAFAH1B3 FP inh	PAFAH2 FP inh	LYPLA2 counter	GSTO1 counter	PREPL inh	ZTA DNA inh
CSc1ccc(CNC(=O)C2Cc3cc(S(=O)(=O)N4CCCC4)ccc3N2C(C)=O)cc1 (stereo not drawn)	7	-5	-4	3	-5	-2	4	-1	4
Cc1onc(-c2ccccc2)c1C(=O)NCC1CCCO1 (stereo not drawn)	0	0	-5	2	7	-1	0	2	3
C/C(=C\c1ccccc1)C1Nc2cccc3cccc(c23)N1	·	-12	-7	·	·	1	·	15	3
CC(C)(C)NCC(O)COc1ccccc1C(=O)CCc1ccccc1 (stereo not drawn)	-4	-1	-1	16	7	1	2	8	4
O=C(Nc1ncc2c(n1)-c1ccccc1CC2)c1ccccc1	2	3	-2	-1	1	-1	-2	-13	-5
COc1ccc(-n2cc(CNCC3CCOCC3)c(-c3cccc(F)c3)n2)cc1	8	-2	-4	6	-9	-1	0	5	0
COC(=O)c1c[nH]c(=O)c2ccccc12	-1	0	0	7	4	10	9	14	-8
CC1CCN(C(=O)CSc2nnc(-c3ccco3)o2)CC1	-4	2	5	13	-3	2	-1	3	11
CC1CCc2sc(C(=O)NN)cc2C1 (stereo not drawn)	-6	-2	-6	2	2	-2	8	2	-16
Cc1cc(NC(=O)CSc2nc3cc(Cl)ccc3s2)no1	11	5	-2	-3	-3	-2	0	5	3
CCOC(=O)c1c(/N=C/C2=C(O)CC(C)(C)CC2=O)sc(C)c1C	3	4	5	7	1	3	6	7	-6
COc1cc(C#Cc2c(-c3cncn3C)n(C)c3ccc(Br)cc23)cc(OC)c1	·	7	·	-1	5	·	·	23	·
Cc1ccc(C(=O)NC2CC(C)(C)NC(C)(C)C2)cc1S(=O)(=O)N1CCCCC1	0	3	1	7	4	8	2	6	-6
O=C(CN1CCN(S(=O)(=O)c2cccc(Br)c2)CC1)N1CCCCC1	·	0	0	1	0	1	·	24	-1
COc1ccc(Cl)cc1NC(=O)CC(C)=O	-2	-5	-1	-4	-3	-5	-4	1	-2
COC(=O)c1ccccc1NC(=O)C1CCN(C(=O)c2ccc(OC)cc2)CC1	5	3	-2	6	2	0	1	-1	-2
COc1cc(/C=N/NC(=O)CN(Cc2ccco2)S(=O)(=O)c2ccccc2)ccc1O	13	-3	3	4	9	5	2	4	-6
Fc1ccccc1OCCCCn1cncn1	5	0	0	8	-15	1	1	-1	-10
COc1ccc(C2=NOC(C(=O)NCc3cccnc3)C2)cc1OC (stereo not drawn)	11	1	0	-1	-1	-6	7	-7	-1
Cc1ccc(-n2cc(CN3CCC(O)(c4ccccn4)CC3)c(-c3ccc(F)cc3)n2)cc1	7	3	-2	10	2	0	-3	-6	2
COc1ccccc1-n1cc(-c2ccc(Cl)cc2)[nH]c1=O	-9	-2	1	8	-6	0	-5	8	1
CC[C@@]1(C(=O)OC)N[C@H](CN(C)C(=O)Nc2ccccc2)[C@@H]2C(=O)N(Cc3ccccc3)C(=O)[C@@H]21	·	-1	·	8	4	·	·	2	·
CC1CCCC(NC(=O)COC(=O)Cc2ccc(Br)cc2)C1C (stereo not drawn)	1	7	-5	·	·	-10	6	2	-5
O=C(Nc1ccc(Cl)cc1C(=O)N1CCOCC1)c1ccco1	0	-2	-6	1	8	-9	-2	-6	6
C[C@H]1COC(=O)[C@H](CC(=O)OC(C)(C)C)C/C=C\C[C@@H](CC(=O)N[C@H](CO)Cc2ccccc2)C(=O)N1	·	-3	·	5	0	·	·	12	·
COc1ccccc1-c1nnc(SCC(=O)Nc2nc(-c3ccccc3)cs2)n1C	1	5	-7	2	-8	-8	-4	-14	9
COc1ccc(NC(=O)NC(C)c2ccncc2)cc1OC (stereo not drawn)	4	-1	1	-8	-5	0	-1	-1	-12
Cc1ccc(S(=O)(=O)N2CCN(C3CC4CCC3C4)CC2)cc1 (stereo not drawn)	-1	8	2	-3	2	2	3	1	-2
COc1ccccc1NS(=O)(=O)c1cccc(C(=O)NCC(c2ccco2)N2CCCCC2)c1 (stereo not drawn)	-11	-3	-2	-1	1	-7	2	2	1
CCOC(=O)c1ccc(NC(=O)CCc2nnc3ccc(N4CCN(C)CC4)nn23)cc1	-7	-4	0	3	6	0	1	1	-3
